Pemphigus Ab inh: inhibitors of pemphigus antibody binding to DSG3, primary screen, biochemical, bead-based, flow cytometry, scFv-GFP | Desmoglein-3 (Homo sapiens), P32926 | DSG3-coupled beads, scFv-anti-DSG3-GFP binding; stronger effect = lower value | binding (percent of control), % at 10 µM | 0.48% of 310,000 active;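 active means binding more than 3 SD below its plate's average and above zero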;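 further: hits lower antibody fragment binding to DSG3; some compounds called inactive have numbers as strong as hits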
NSD2 inh: NSD2 histone methyltransferase inhibitors, primary screen, biochemical, AlphaScreen, single concentration, set 2 | Histone-lysine N-methyltransferase NSD2 (Homo sapiens), O96028 | NSD2 peptide methylation, 120 min | inhibition, % at 12.5 µM | 0.54% of 310,000 active; in the data active means inhibition above about 50%
Target sequence (O96028 whole entry, looked up): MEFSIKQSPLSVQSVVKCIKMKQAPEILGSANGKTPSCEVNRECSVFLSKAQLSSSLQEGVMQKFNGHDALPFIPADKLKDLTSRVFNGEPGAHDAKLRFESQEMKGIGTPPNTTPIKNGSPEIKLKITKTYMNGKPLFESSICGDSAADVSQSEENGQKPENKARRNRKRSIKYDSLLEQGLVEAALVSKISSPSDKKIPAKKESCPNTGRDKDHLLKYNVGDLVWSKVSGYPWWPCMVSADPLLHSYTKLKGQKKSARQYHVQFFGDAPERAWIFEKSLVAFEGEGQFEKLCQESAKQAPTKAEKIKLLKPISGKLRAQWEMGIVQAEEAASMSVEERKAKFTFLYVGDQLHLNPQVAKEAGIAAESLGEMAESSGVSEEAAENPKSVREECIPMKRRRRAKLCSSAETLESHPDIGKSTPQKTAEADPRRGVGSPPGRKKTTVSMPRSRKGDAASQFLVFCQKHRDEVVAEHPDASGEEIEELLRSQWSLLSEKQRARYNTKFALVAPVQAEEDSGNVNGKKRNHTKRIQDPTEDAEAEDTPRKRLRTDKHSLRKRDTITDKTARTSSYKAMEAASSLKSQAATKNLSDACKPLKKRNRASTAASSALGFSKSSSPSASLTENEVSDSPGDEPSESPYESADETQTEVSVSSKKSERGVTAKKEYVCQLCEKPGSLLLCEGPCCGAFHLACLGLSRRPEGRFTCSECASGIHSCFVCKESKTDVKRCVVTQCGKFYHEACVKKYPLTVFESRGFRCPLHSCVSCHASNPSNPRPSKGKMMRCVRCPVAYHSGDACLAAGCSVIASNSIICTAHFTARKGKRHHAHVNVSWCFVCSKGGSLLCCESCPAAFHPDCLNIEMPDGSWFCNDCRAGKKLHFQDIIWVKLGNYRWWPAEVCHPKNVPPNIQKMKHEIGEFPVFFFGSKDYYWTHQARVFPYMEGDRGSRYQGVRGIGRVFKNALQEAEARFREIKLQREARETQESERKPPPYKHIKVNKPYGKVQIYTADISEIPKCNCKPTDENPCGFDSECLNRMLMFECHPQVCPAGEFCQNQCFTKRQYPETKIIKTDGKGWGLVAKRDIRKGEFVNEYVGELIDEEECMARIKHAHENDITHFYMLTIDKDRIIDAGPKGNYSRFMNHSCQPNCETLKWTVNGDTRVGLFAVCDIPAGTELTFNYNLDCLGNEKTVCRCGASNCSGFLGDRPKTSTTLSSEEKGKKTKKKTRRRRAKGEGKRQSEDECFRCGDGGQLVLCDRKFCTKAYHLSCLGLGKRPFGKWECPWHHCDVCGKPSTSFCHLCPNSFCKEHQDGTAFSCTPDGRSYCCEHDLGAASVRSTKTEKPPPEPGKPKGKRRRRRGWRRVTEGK
CDK5 inh: inhibitors of human CDK5/p35 kinase, primary screen, biochemical, single concentration. Cyclin-dependent kinase 5 (Homo sapiens) + Cyclin-dependent kinase 5 activator 1 (Homo …. Recombinant CDK5/p35, ADP-Glo luminescence, 60 min. inhibition, % at 10 µM. 0.01% of 330,000 active. AID 488839, 2010;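 active means highest replicate inhibition of at least 50% and at least 75% of replicates reaching 50%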;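 further: plate controls were DMSO neutral control for no effect and GW8510 at 10 µM for full effect; many of its hits are not listed in these tables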
dFosB act: activators of delta FosB homodimer, primary screen, biochemical, fluorescence polarization, TAMRA-CDK5 oligo, single point. AID 493131, 2011. activation, % at 25 µM. 0.99% of 340,000 active. Protein FosB (Mus musculus), P13346. purified delta FosB; percent of positive-control signal above neutral wells;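 active means mean activation above about 17%, with every replicate also reaching it, limit read from the data, passing the limit was not always enough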;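 further: fluorescence polarization rise as delta FosB binds a TAMRA Cdk5 AP-1 oligo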
SR-BI uptake up: activators of SR-BI mediated DiI-HDL uptake, primary screen, ldlA[mSR-BI] CHO cells, DiI fluorescence; AID 504775, 2011; activation, % at 12.5 µM; 3 h; 100 = double the neutral-control signal; 0.096% of 320,000 active;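 active means mean replicate activation of at least 60% and every replicate at or above 60%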;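 further: 0% = median plate neutral-control signal and 100% = twice that signal; values of inactives mirror those of a sister screen read the other way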
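system = CHO ldlA[mSR-BI] cells, LDL receptor-null, SR-BI overexpressing | medium = Ham's F12 with 0.5% BSA, HEPES 25 mM, pH 7.4 | probe or stimulus = DiI-HDL 10 µg/mL | compound dosing = single-point compound dose | incubation = compound exposure 3 h, 37 °C | technique = DiI fluorescence, bottom read | read-out = cell-associated DiI fluorescence as measure of HDL uptake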
PKA-R2B act: activators of PKA-R2B holoenzyme, primary screen, biochemical, fluorescence polarization, Cy5-IP20, human | cAMP-dependent protein kinase catalytic subunit beta (Homo sapiens) + cAMP-dependent … | activation, % at 11.4 µM | 0.079% of 340,000 active | PKA-R2B holoenzyme dissociation; R2B truncated from residue 108, S112A mutant; 0% DMSO only, 100% 113 µM cGMP | AID 504700, 2011;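 active means activation above a cutoff set at the mean over all compounds plus 3 SD, cut at about 18% in these data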;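 further: higher means more holoenzyme dissociation and a rise in polarization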
PKA-R1A activ: activators of PKA-R1A holoenzyme, primary screen, biochemical, fluorescence polarization, Cy5-IP20, bovine R1A, mouse PKAc; cAMP-dependent protein kinase type I-alpha regulatory subunit (Bos taurus) + …; PKA-R1A dissociation; scaled: DMSO 0%, 113 µM cGMP 100%; activation, % at 11.4 µM; 0.083% of 340,000 active;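 active means percent activation above the mean of all tested compounds plus 3 SD, cut at about 19% in these data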;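 further: higher means more PKAc released from R1A so a rise in polarization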
MITF TRPM1 HTS: activators of MITF-driven TRPM1 promoter reporter, primary screen, cell-based, SK-MEL-5, luciferase, single point; AID 588334, 2011; SK-MEL-5 TRPM1-promoter luciferase, 24 h; % of positive control, neutral wells = 0; 0.75% of 300,000 active; activation, % at 12.5 µM;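 active means mean activation of at least 80% with every replicate also reaching 80%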;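 further: 0% = neutral control wells and 100% = parthenolide positive control wells; values of inactives mirror those of a sister screen read the other way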
Mot1-301 SUMO: yeast Mot1-301 growth rescue at high temperature, primary screen, SUMOylation pathway inhibitor project, S. cerevisiae, ATP luminescence, 38.5C; growth rescue, % at 18.8 µM; 1% of 320,000 active; AID 2716, 2010; S. cerevisiae Mot1-301 growth rescue; percent above DMSO median, 100 means doubled;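 active means every valid replicate shows activation above 250% relative to neutral control wells; inactive means the rest, any valid replicate at or below 250%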;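 further: OY570 slx delta 5 strain wells were the positive control but not used for scaling; some compounds called inactive have numbers as strong as hits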
SR-BI HDL uptake: inhibitors of SR-BI mediated HDL lipid uptake, primary screen, ldlA[mSR-BI] cells, fluorescence, single point; Scavenger receptor class B member 1 (Mus musculus), Q61009; ldlA[mSR-BI] CHO cells, DiI-HDL uptake fluorescence, 3 h; inhibition, % at 12.5 µM; 0.96% of 320,000 active; AID 488896, 2010;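 active means mean replicate inhibition of at least 70% and a set share of replicates each scoring 70 or more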;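 further: 0% = median of neutral control wells and 100% = median of positive control wells; values of inactives mirror those of a sister screen read the other way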
Arrestin-AP2 inh: inhibitors of beta-arrestin/AP2 binding, primary screen, biochemical, GPCR trafficking, flow cytometry. 0.31% of 340,000 active. beta-arrestin 1 C-terminal peptide binding to AP2 beta2-adaptin appendage (human). inhibition, % at 10 µM. FITC-arrestin peptide / GST-AP2 beads; AP2 beta2 appendage carries R879A mutation. AID 504490, 2011;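 active means inhibition above a set limit, near 3 SD of compounds lacking own fluorescence, cut at about 54% in these data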;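 further: plate controls were DMSO wells for no effect and 5 µM unlabelled arrestin peptide for full effect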
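test system = AP2 appendage R879A on GSH beads | buffer or medium = PBS plus Tween 20 (0.05%) and BSA (0.1%) | incubation = 12 min plus 1 h, RT | detection = bead flow cytometry, FITC channel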
* marks the source's active call; other numbers are inactive results; . = no result given.

structure	Pemphigus Ab inh	NSD2 inh	CDK5 inh	dFosB act	SR-BI uptake up	PKA-R2B act	PKA-R1A activ	MITF TRPM1 HTS	Mot1-301 SUMO	SR-BI HDL uptake	Arrestin-AP2 inh
O=C(COc1ccccc1F)Nc1cc(S(=O)(=O)N2CCOCC2)ccc1N1CCOCC1	101.8	-1.9	-1.7	-4.1	-5.2	-7.6	0.0	-2.6	11.8	5.2	0.2
COc1ccc(NC(=O)N2CCC(c3ccccc3)C2)c(OC)c1 (centres undefined)	100.5	.	-2.1	5.9	-33.3	-2.3	5.7	.	-9.9	33.3	-2.5
COc1cccc(C(=O)NC2CCCc3c2cnn3-c2ccc(C)c(C)c2)c1OC (centres undefined)	100.3	-0.2	0.3	-22.1	10.3	-5.2	1.7	2.0	-2.9	-10.3	4.7
CC(=O)Nc1ccc2nc(NC(=O)CCc3ccccc3)sc2c1	100.3	-0.6	-1.7	3.2	-36.8	-2.2	2.6	14.1	.	36.8	13.6
COc1ccc(-n2nnnc2SC(C)C(=O)NCC(=O)Nc2ccc(F)c(F)c2F)cc1 (centres undefined)	98.7	0.2	1.3	-7.2	9.0	-9.8	-0.6	-9.4	2.2	-9.0	-18.1
C/C(CC(=O)Nc1cccc(Br)c1)=N\NC(=O)c1ccc(O)cc1O	91.3	0.9	1.5	-8.3	-1.8	7.5	5.3	4.8	-9.8	1.8	-15.7
CCO/C=N/Nc1nc(C(F)(F)F)nc2c1cnn2Cc1ccccc1	104.1	-7.6	0.7	-7.2	-20.9	-0.5	-9.6	-9.1	33.4	20.9	29.6
CCn1c(SCc2nc3ccccc3c(=O)[nH]2)nnc1-c1cccnc1	104.0	-1.1	-2.8	-4.1	29.7	0.0	0.9	4.5	4.6	-29.7	-3.6
CN1CCN(c2ccc(S(=O)(=O)N3CCCCC3)cc2NC(=O)c2ccc(F)cc2F)CC1	110.7	29.8	-0.5	-6.7	11.6	-1.1	3.3	-8.2	43.6	-11.6	-7.3
Nn1c(SCc2ccccc2)nnc1C1CCCCC1	107.0	-2.6	5.8	-7.4	4.8	11.0	5.0	.	111.9	-4.8	-0.4
CN(CC(=O)Nc1ccccc1Br)C(=O)c1ccc(COc2ccccc2)cc1	107.7	-2.7	-1.4	1.7	-1.7	-0.2	-1.8	11.2	208.2	1.7	-9.7
COc1ccc(CC(=O)OCC(=O)Nc2ccc(Cl)cc2C)cc1	96.5	-1.7	-1.0	-1.4	18.5	-3.9	3.4	5.0	41.8	-18.5	41.3
Cc1cc(C)c(S(=O)(=O)Nc2ncn[nH]2)cc1C	.	9.4	-0.6	2.9	.	9.3	-3.0	-4.2	-0.7	.	30.3
CC(C)NCC(O)COc1ccc(CC(N)=O)cc1 (centres undefined)	114.4	.	0.6	2.8	16.5	-2.3	7.3	0.6	103.3	-4.0	-2.7
CC1=CC(C)(C)N(C(=O)CCl)c2cc(C)ccc21	101.7	0.8	-1.0	-4.6	5.6	6.0	-12.1	-30.9	37.1	-5.6	-34.4
Cc1ccnc2nc(C(=O)Nc3ccc(N4CCOCC4)cc3)nn12	98.9	-2.7	7.1	-2.7	4.9	-0.1	7.8	24.0	-35.5	-4.9	8.7
O=C(COCc1cc(-c2ccc3c(c2)OCO3)on1)N1CCN(c2ccc(F)cc2)CC1	101.0	4.6	0.1	-3.2	.	-7.4	-6.5	5.3	-1.6	9.1	-19.5
O=C(Cn1c(=O)oc2ccccc21)Nc1nc(-c2ccc(Br)cc2)cs1	91.9	1.0	0.8	1.3	-7.2	-7.6	6.7	8.2	9.3	7.2	34.0
CCOC(=O)C1(CC)NC(c2ccc(OC)c(OC)c2)C2C(=O)N(c3cccc(C(C)=O)c3)C(=O)C21 (centres undefined)	114.0	-2.5	0.5	-5.2	-6.5	-1.5	-3.8	.	9.9	6.5	-30.8
O=C(CN1CCN(S(=O)(=O)c2ccccc2)CC1)NC(=O)NC1CCCCC1	79.8	7.5	0.9	-5.8	-6.1	-9.1	-10.7	.	25.1	6.1	-3.5
Cc1ccc(NC(=O)c2c(C)nc(Nc3nc4ccccc4o3)nc2C)cc1	99.7	-4.4	-0.1	3.1	-2.4	4.9	8.0	-3.0	-28.3	2.4	26.1
COc1ccccc1NC(=O)N(CCCN1CCOCC1)Cc1cc2cc3c(cc2[nH]c1=O)OCO3	97.3	14.1	0.0	-11.7	11.3	-1.3	-1.8	-5.6	-5.6	-11.3	12.6
COc1ccccc1CNC(=O)c1c(N)n(CCCN2CCOCC2)c2nc3ccccc3nc12	99.4	-17.0	-5.2	1.2	31.8	-1.1	-7.5	11.0	.	-31.8	9.9
S=c1[nH]nc(Nc2cccc3ccccc23)s1	99.2	2.5	3.8	0.2	-5.8	.	.	.	-28.6	5.8	-21.4
CCOC(=O)C1CCN(C(=O)C2(NC(=O)Nc3ccc(F)cc3F)CCCCC2)CC1	105.3	-6.2	-0.5	-1.9	19.6	-6.7	-8.3	7.3	73.9	-19.6	-15.0

(more compounds)
structure	Pemphigus Ab inh	NSD2 inh	CDK5 inh	dFosB act	SR-BI uptake up	PKA-R2B act	PKA-R1A activ	MITF TRPM1 HTS	Mot1-301 SUMO	SR-BI HDL uptake	Arrestin-AP2 inh
CC(NCc1cccc(OCc2ccccc2)c1)C(O)c1ccccc1 (centres undefined)	99.6	1.8	-0.4	-0.4	.	-3.8	2.6	8.7	3.6	.	14.1
Cc1cc(N=Cc2cc(Cl)ccc2O)no1	95.1	7.9	1.6	0.7	-18.8	-4.6	-10.5	-4.2	38.4	18.8	-1.8
CCOc1cc(CNC2CCCC2)cc(Cl)c1OCc1ccc(F)cc1	108.0	-1.2	1.9	-20.3	-16.1	-0.9	0.9	-6.1	1.4	16.1	24.1
COc1ccc([C@@H]2[C@@H]3C(=O)N(C(C)(C)C)C(=O)[C@@H]3[C@]3(Cc4ccccc4)C(=O)N(c4cccc(C)c4)C(=O)N23)cc1	96.8	.	-0.1	3.4	26.8	2.1	0.2	-11.8	-10.0	-26.8	4.7
Nc1cc(C(=O)OCC(=O)NNC(=O)c2ccccc2)ccc1Cl	106.2	21.0	0.4	-5.3	26.0	-4.3	-4.7	2.9	-20.6	-26.0	1.4
CCCCNC(=O)c1cc2c(=O)n3cccc(C)c3nc2n(Cc2ccncc2)c1=N	92.4	-0.2	-0.3	-21.2	12.2	6.7	2.6	3.6	13.5	-12.2	4.9
CCN1C(=O)C(c2ccc(O)cc2)(c2ccc(O)cc2)c2ccccc21	98.3	0.8	-1.3	1.9	16.0	-21.3	-10.6	0.1	217.6	-16.0	17.2
CSc1ccc(CN2CCC(n3nccc3NC(=O)CCCc3ccccc3)CC2)cc1	110.5	4.6	.	-10.0	.	-6.4	-8.1	-12.3	-2.8	.	-0.5
O=C(NCc1ccco1)c1cccc(NS(=O)(=O)c2ccccc2F)c1	95.6	0.3	1.3	1.8	10.0	10.6	7.5	-9.8	-0.4	-10.0	32.0
O=C(Cc1cc(=O)[nH][nH]1)N/N=C/c1c(F)cccc1Cl	110.3	0.7	-3.7	-18.2	-19.8	-9.7	3.8	-7.0	-8.5	19.8	0.3
CN(CCN1CCc2ccccc2C1)Cc1nc(-c2ccc3c(c2)OCO3)no1	102.7	-0.4	-2.1	-13.9	-5.5	-9.5	-12.0	-10.6	1.6	5.5	23.7
CC(Oc1ccccc1)C(=O)N1CCN(c2ccc(N3CCOCC3)nn2)CC1 (centres undefined)	97.2	-1.7	-2.0	3.1	-14.1	-2.0	-5.2	-2.4	7.7	14.1	23.1
COc1ccc(OC)c(NC(=O)c2nnn(CCc3ccccc3)c2N)c1	96.6	.	-1.0	7.4	-40.3	0.3	-1.0	15.1	72.6	40.3	11.4
CCn1c(O)c(/C=C2\C=Nc3ccccc32)sc1=O	101.3	0.9	0.4	-1.5	13.1	-4.0	1.6	58.3	3.4	26.0	12.2
CN1CCN(C2=Cc3ccccc3Sc3cc(F)c(Cl)cc32)CC1	107.0	-1.9	-1.5	6.5	15.7	-2.4	0.9	.	0.1	-15.7	-0.3
CCCNC(=O)c1ccc(-c2nc3ccccc3s2)s1	101.3	0.1	2.1	-8.2	-17.8	7.6	-8.8	-13.0	7.2	17.8	13.0
CCOc1ncccc1C(=O)OCC(=O)Nc1ncc(C(F)(F)F)cc1Cl	.	1.2	1.1	-2.6	.	-8.2	-8.4	7.0	0.3	.	-8.9
CNC(=S)N/N=C/C1=CCC2CC1C2(C)C (centres undefined)	96.6	-0.8	0.4	4.6	-8.8	1.0	-1.4	-6.7	-6.3	8.8	33.0
Cc1cc(C)nc(NS(=O)(=O)c2ccc(NC(=O)c3snnc3C)cc2)n1	97.9	3.6	-1.5	-2.0	33.8	9.8	3.9	2.3	213.5	-33.8	2.5
CC1Cc2ccccc2N1C(=O)CCn1c(=O)oc2ccccc21 (centres undefined)	94.5	.	0.5	-8.2	10.4	-2.6	-3.3	13.9	10.7	-10.4	-0.1
Cc1cc(C)c(S(=O)(=O)N2CCOCC2)cc1NS(=O)(=O)c1cc(OCC(N)=O)c(C)cc1Cl	97.0	-1.4	-1.7	-5.3	6.4	-8.9	-7.6	-8.0	-12.1	-6.4	-1.1

Screening data deposited in PubChem by several laboratories.
